E coli WT exp – blocks growth of wild type E. coli BW25113 | growth inhibition, % at 100 µM | AID 710 | OD600 absorbance | 98,000 compounds, 0.15% hits;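 active means growth inhibition above about 50% at one test dose, limit read from the data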;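 further: growth measured after 20 h incubation at 37 °C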
ERb SRC1 inh – blocks coactivator binding to human estrogen receptor beta; inhibition, % at 25.6 µM; Q92731; TR-FRET ER-beta LBD / SRC1-Cy5 peptide binding; receptor agonist-loaded with 1 µM estradiol; AID 633; 86,000 compounds, 1.3% hits;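 active means compounds whose percent inhibition of the receptor-coactivator binding signal exceeds about 50% in the single-dose screen, limit read from the data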;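 further: 0% = receptor plus peptide wells without compound and 100% = peptide-only wells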
MT1-MMP txn act – activates MT1-MMP transcription. HT1080 MT1-MMP promoter luciferase reporter, luminescence, overnight; hits give high values. activation factor at 10 µM. 86,000 compounds, 0.16% hits;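 active means activation factor of at least 2 for MT1-MMP transcription at 10 µM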
Mac1 fbg enh – CD11b/CD18-fibrinogen binding enhancement; P05107+P11215; K562 CD11b/CD18 adhesion to fibrinogen, ATPlite luminescence; activation, % at 10 µM; 93,000 compounds, 0.07% hits;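 active means 10 µM primary screen giving 50% or more activity, confirmed by 40% or more on retest at that dose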; further: strong numbers were not always called active; reference of the scale not given here
Mac1 fbg inh – CD11b/CD18-fibrinogen binding inhibition; inhibition, % at 10 µM; K562 CD11b/CD18 adhesion to fibrinogen, ATPlite luminescence; Mn2+ added to activate the integrin; 93,000 compounds, 0.54% hits; P05107+P11215; AID 1497;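 active means primary inhibition of 50% or more at 10 µM, then 40% or more on retest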; further: some results filed as inactive read as strong as hits
FAK inh – FAK (human) kinase inhibition | Q05397 | biochemical FAK kinase activity assay | inhibition, %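 (tested at 7 µM)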 | 97,000 compounds, 0.84% hits; in the data active means inhibition above about 19%;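 further: 0% = DMSO and 100% = reference compound high control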
ERa coact pot – enhances coactivator binding to human estrogen receptor alpha | P03372 | TR-FRET ERalpha-LBD/SRC-Cy5 coactivator binding, 2 h; 100 = basal binding, no effect | coactivator binding (% of control), % at 25.6 µM | 86,000 compounds, 1.3% hits | AID 639; in the data active means activity above about 200%;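 further: binding measured in presence of low estradiol as agonist stimulus; 0% = peptide alone without receptor and 100% = receptor with peptide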
Target sequence (P03372 whole entry, looked up, the tested form may be a part): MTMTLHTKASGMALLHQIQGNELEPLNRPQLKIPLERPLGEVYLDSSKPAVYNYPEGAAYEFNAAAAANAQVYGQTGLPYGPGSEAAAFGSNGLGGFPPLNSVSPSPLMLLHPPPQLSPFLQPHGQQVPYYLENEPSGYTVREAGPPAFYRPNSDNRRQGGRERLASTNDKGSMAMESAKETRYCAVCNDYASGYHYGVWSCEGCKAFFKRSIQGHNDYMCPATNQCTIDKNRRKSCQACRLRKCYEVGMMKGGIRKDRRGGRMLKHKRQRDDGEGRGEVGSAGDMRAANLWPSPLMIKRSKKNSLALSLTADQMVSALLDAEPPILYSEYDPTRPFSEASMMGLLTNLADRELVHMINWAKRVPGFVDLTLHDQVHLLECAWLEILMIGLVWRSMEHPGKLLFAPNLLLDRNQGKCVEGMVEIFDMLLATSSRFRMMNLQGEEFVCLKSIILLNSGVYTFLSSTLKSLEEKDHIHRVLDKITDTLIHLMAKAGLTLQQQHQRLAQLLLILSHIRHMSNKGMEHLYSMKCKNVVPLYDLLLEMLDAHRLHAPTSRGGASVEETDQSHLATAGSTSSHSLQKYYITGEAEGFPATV
ERa coact inh – blocks coactivator binding to human estrogen receptor alpha. P03372. TR-FRET ER-alpha LBD / SRC-1 peptide, estradiol-bound. inhibition, % at 25.6 µM. 86,000 compounds, 1.7% hits; in the data active means inhibition above about 50%;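 further: 0% = receptor plus peptide control and 100% = peptide only without receptor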
PLAP activator – human PLAP activation; P05187; purified PLAP enzyme, luminescent substrate read-out; hits give high values; activation fold at 20 µM; 96,000 compounds, 1.2% hits; AID 696; in the data active means activation fold above about 2
* = called active by the depositor; · = no result given; [ ] = dose if it differs, or a comment.

cpd	canonical_smiles	FAK inh	ERa coact pot	E coli WT exp	ERa coact inh	Mac1 fbg inh	MT1-MMP txn act	PLAP activator	Mac1 fbg enh	ERb SRC1 inh
1	COc1cccc(-c2nc(CS(=O)CC(=O)NCc3ccccc3)c(C)o2)c1 (stereo unspecified)	6	177	-12	4	3	1	1.4	-2	-9
2	NC(=O)C1CC(O)CN1c1nc(CN2CCOCC2)nc2scc(-c3ccccc3)c12 (stereo unspecified)	7	132	2	-7	-6	1.1	1.1	4	-1
3	Cc1ccccc1N(C(=O)c1cccs1)c1nc2ccccc2s1	2	·	-21	·	13	·	1	4	·
4	CCOC(=O)CCC(NC(=O)c1cncc(O)c1)C(=O)OCC (stereo unspecified)	-2	112[fluorescence artefact?]	7	-16	1	1.1	0.9	-5	7[fluorescence artefact?]
5	CCOc1ccc(NC(=O)c2nnn(CC(=O)Nc3ccccc3OCC)c2N)cc1	7	112	0	3	-18	1.3	1	2	2
6	CC1CC(=O)N(CC(=O)Nc2ccc3c(c2)OCCO3)c2ccccc2S1 (stereo unspecified)	·	·	-18	·	-12	1.1	1	1	·
7	CCCCOc1ccc(CNC(=O)NS(=O)(=O)c2ccc(OCC(C)C)cc2)cc1	-3	·	-7	·	-11	·	1.4	-3	·
8	Cc1cc(C)c(S(=O)(=O)Nc2ccc(O)cc2)c(C)c1	8	64	8	-2	-6	1.1	1	2	-2
9	CCN(CC)S(=O)(=O)c1ccc(NC(=O)c2ccc(N(C)S(C)(=O)=O)cc2)cc1	1	115[fluorescence artefact?]	·	-6	·	1.1	·	·	-10
10	Nn1c(SCC(=O)N2CCCc3ccccc32)nnc1-c1ccc(Cl)cc1	-2	175[fluorescence artefact?]	0	14	4	1	0.9	-3	7
11	O=S(=O)(NC1CCCC1)c1ccc(S(=O)(=O)NC2CCCC2)cc1	·	107	0	-2	-4	1.1	0.9	4	-4
12	O=C(Nc1ccc(S(=O)(=O)N2CCN(Cc3ccccc3)CC2)cc1)c1cnccn1	1	125[fluorescence artefact?]	-7	24	16	1.1	1.1	-2	16[fluorescence artefact?]
13	COc1cc2c(cc1OC)C(c1ccc(C)o1)CC(=O)N2 (stereo unspecified)	·	88	6	4	-29	1.1	1	1	2
14	O=C(c1ccco1)N1CCN(S(=O)(=O)c2ccc3c(c2)CCN3C(=O)C2CCC2)CC1	-7	113	0	-4	·	1	·	·	-5
15	C=CCn1c(SCCOc2ccc(OC)cc2)nnc1C(C)NC(=O)c1ccc(OC)cc1 (stereo unspecified)	3	104	-11	-5	13	1.1	1.1	1	-1

Single entries from above.
ERa coact inh with entry 13 is entered as 4
ERa coact inh with entry 2 is entered as -7

The listing picks up; the 5 compounds before the break are reprinted first.
cpd	canonical_smiles	FAK inh	ERa coact pot	E coli WT exp	ERa coact inh	Mac1 fbg inh	MT1-MMP txn act	PLAP activator	Mac1 fbg enh	ERb SRC1 inh
11	O=S(=O)(NC1CCCC1)c1ccc(S(=O)(=O)NC2CCCC2)cc1	·	107	0	-2	-4	1.1	0.9	4	-4
12	O=C(Nc1ccc(S(=O)(=O)N2CCN(Cc3ccccc3)CC2)cc1)c1cnccn1	1	125[fluorescence artefact?]	-7	24	16	1.1	1.1	-2	16[fluorescence artefact?]
13	COc1cc2c(cc1OC)C(c1ccc(C)o1)CC(=O)N2 (stereo unspecified)	·	88	6	4	-29	1.1	1	1	2
14	O=C(c1ccco1)N1CCN(S(=O)(=O)c2ccc3c(c2)CCN3C(=O)C2CCC2)CC1	-7	113	0	-4	·	1	·	·	-5
15	C=CCn1c(SCCOc2ccc(OC)cc2)nnc1C(C)NC(=O)c1ccc(OC)cc1 (stereo unspecified)	3	104	-11	-5	13	1.1	1.1	1	-1
16	Cc1cc(OC(=O)c2ccc(S(=O)(=O)N(C)C)cc2)cc(=O)o1	8	82[fluorescence artefact?]	-3	9	-30	1.2	0.9	0	10
17	CC1N(O)C(c2ccc(Cl)cc2Cl)N(O)C1(C)C (stereo unspecified)	-1	105	-4	-6	·	1.3	·	·	1
18	COc1ccc(C2C(=O)N(C3CCCCC3)CC(=O)N2Cc2ccc3c(c2)OCO3)cc1 (stereo unspecified)	1	108	1	-1	0	1.1	1	0	7
19	CC(C)Oc1ccc(C(=O)NCc2ccco2)cc1	6	102	5	3	-5	1.2	1.1	5	2
20	O=C1CC(c2ccccc2)CC(O)=C1C=NCCN1CCOCC1 (stereo unspecified)	·	93	4	6	-4	1.1	1	3	0[fluorescence artefact?]
21	N#CC1=C(N)N(c2ccccc2C#N)C2=C(C(=O)CCC2)C1c1ccsc1 (stereo unspecified)	·	87	0	5	2	1.2	1.2	3	12
22	CC(=O)N/C(=C\c1ccccc1Cl)C(=O)O	-3	86	·	25	·	1.1	·	·	9
23	COc1cccc(CNS(=O)(=O)c2cn(C)cn2)c1	1	102	3	-2	-11	1.2	1	1	8
24	CCOC(=O)C1C(=O)NC(N2CCOCC2)=NC1c1ccco1 (stereo unspecified)	-3	104	-6	-1	-9	1.2	0.8	3	-8
25	CCCCN(CCCC)CCCNC(=O)C12CN(Cc3ccccc3)CC1C(c1cccc([N+](=O)[O-])c1)=NO2 (stereo unspecified)	1	·	0	·	-2	·	1.5	-1	·
26	CCOC(=O)Nc1ccc2c(c1)N(C(=O)CCN1CCN(CCO)CC1)c1ccccc1CC2	1	116[fluorescence artefact?]	0	3	1	1.2	1.6	-3	1
27	O=C1CN2C(=N1)N(Cc1ccccc1)c1ccccc12	1	98	0	15	-2	1.2	0.9	1	13[fluorescence artefact?]
28	CCOc1ccc2[nH]c3c(N4CCN(c5ccccn5)CC4)ncnc3c2c1	2	99	-11	-10	-5	1.2	0.7	6	7
29	Cc1ccc2cc(CN(C)C(=O)C3CCCO3)c(=O)[nH]c2c1 (stereo unspecified)	3	94	5	1	3	1.6	1	-5	-1
30	CC(C)CNS(=O)(=O)c1ccc(S(=O)(=O)N2CCN(CCC#N)CC2)cc1	·	105	-8	-6	-26	1.2	1	-2	-6
31	CC1CCc2c(sc3nc4n(c(=O)c23)CCS4)C1 (stereo unspecified)	-2	96	-12	3	0	1.5	1.2	0	-2
32	CC1=CC(C)(C)Nc2ccccc21	3	117[fluorescence artefact?]	2	13[fluorescence artefact?]	·	1.2	1	·	21[fluorescence artefact?]
33	Cc1cccc2c(=O)oc(-c3ccc4c(c3)C(=O)N(CC3CCCO3)C4=O)nc12 (stereo unspecified)	1	130	·	6	·	1.1	·	·	-1
34	CC(C)(C)n1nnnc1CN1CCN(C(c2ccccc2)c2ccccc2)CC1	-1	98	·	3	·	1.3	·	·	12
35	COc1ccc2nc(NC(=O)c3ccc(-n4nc(C)cc4C)cc3)sc2c1	-1	164[fluorescence artefact?]	-15	11[fluorescence artefact?]	4	1.1	0.9	1	9[fluorescence artefact?]
36	COc1cc(NC(=O)CSc2nnc(Cn3nnc4ccccc43)n2C)cc(OC)c1	1	123	·	-5	·	1.1	·	·	-7
37	CC(C)(C)NC(=O)/C=N/O	·	102	·	3	4	1.1	·	-2	99*[fluorescence artefact?]
38	CN1CCN(S(=O)(=O)c2cccc(C(=O)Nc3sc4c(c3C(N)=O)CCCC4)c2)CC1	·	87[fluorescence artefact?]	3	2	3	1.1	1.1	-2	11
39	COC(=O)CCC(=O)NC(=S)Nc1cc(Cl)ccc1Cl	-9	·	-6	·	2	·	0.9	-5	·
40	CCC(=O)c1ccc(OCC(O)CN(C)C2CCCCC2)cc1 (stereo unspecified)	0	122	-5	-7	-15	0.9	1	0	-5
41	CN1C(=O)c2oc3ccc(Br)cc3c(=O)c2C1c1ccncc1 (stereo unspecified)	·	95[fluorescence artefact?]	·	22	-4	1.1	0.9	2	41
42	O=C(CCn1c(=O)[nH]c2ccsc2c1=O)NCCc1ccc(Cl)cc1	-1	110	1	3[fluorescence artefact?]	-24	1	0.9	-4	-2[fluorescence artefact?]
43	COc1cccc(-c2cc(C(=O)Nc3cc(C)on3)no2)c1	5	428*[fluorescence artefact?]	0	23	-9	1.3	0.8	2	30[fluorescence artefact?]
44	Cc1cccc(C)c1NC(=O)/C(=C/c1ccco1)c1ccccc1	1	78	1	3	10	1	1.1	8	-1
45	CCOC(=O)c1cnn(-c2ccccc2)c1NC(=O)c1ccccc1	·	97	-2	0	-3	1.2	1.1	-1	-7
46	COCCCNc1ncnc2c1cnn2-c1ccc(C)cc1C	-5	·	1	·	-5	1.1	1.3	0	·
47	CN=c1scc(C)n1/N=C/c1ccc(O)c(O)c1O	1	17[fluorescence artefact?]	19	97*[fluorescence artefact?]	0	0.9	1.7	15	100*[fluorescence artefact?]
48	CCOC(=O)c1[nH]c(C)c(C(=O)NCc2ccc(OC)cc2)c1C	0	102	-3	-6	-5	1.2	0.9	2	-12
49	COc1ccc(/C=N/n2c(=O)[nH]c3c([nH]c4ccc(Br)cc43)c2=O)cc1CN1CCOCC1	4	·	5	·	3	·	1.1	31	·
50	O=CN1CCN(C(=O)c2ccccc2Cl)CC1	-1	118	5	-4	-14	1.1	0.9	-2	-3
51	CC(C)C(CCN1C(=O)c2ccccc2C1=O)c1ccco1 (stereo unspecified)	0	106	3	-6	-12	1	1	-2	-6
52	Fc1cccc(Cl)c1-c1nnc2ccc(N3CCOCC3)nn12	-1	99	-12	0	-10	1	1	-1	16
53	Oc1ccc(Cl)cc1-c1cc(-c2ccccc2)n[nH]1	2	103	1	-10	-5	1.4	1.1	-4	2
54	CCOc1cc(NC(=O)C2CCCCC2)c(OCC)cc1NC(=O)c1ccco1	-4	112	-6	-11	·	1	0.9	·	-13
55	O=c1[nH]c2cc3c(cc2cc1CN(Cc1nnnn1CC1CCCO1)C1CCCC1)OCO3 (stereo unspecified)	0	107	-5	-12	-3	1.2	1.1	1	3
56	Cn1cc([N+](=O)[O-])c(C(=O)Nc2cc(Oc3cccnc3)cc([N+](=O)[O-])c2)n1	-8	·	2	·	0	·	0.9	2	·
57	COc1ccc(C(=O)Nc2cc(C)on2)cc1	·	114	1	-3	13	0.7	0.7	-2	-2
58	COc1ccc(S(=O)(=O)Cc2ccc(C(=O)N3CCN(c4ccc(Cl)cc4)CC3)o2)cc1	0	108[fluorescence artefact?]	-18	-6	-6	1.1	1.7	-2	-9
59	CCCn1nnc(NC(=O)c2ccc(-c3cccc(Cl)c3)o2)n1	5	79[fluorescence artefact?]	5	-5	·	1.5	1.1	·	3
60	CCN(CC(=O)NC(C)C)C(=O)C(CCSC)NC(=O)c1cccc(C)c1 (stereo unspecified)	-1	·	4	·	-24	·	1.4	0	·

Arranged by length of the SMILES (highest first): some entries from above.
cpd	canonical_smiles	FAK inh	ERa coact pot	E coli WT exp	ERa coact inh	Mac1 fbg inh	MT1-MMP txn act	PLAP activator	Mac1 fbg enh	ERb SRC1 inh
58	COc1ccc(S(=O)(=O)Cc2ccc(C(=O)N3CCN(c4ccc(Cl)cc4)CC3)o2)cc1	0	108[fluorescence artefact?]	-18	-6	-6	1.1	1.7	-2	-9
55	O=c1[nH]c2cc3c(cc2cc1CN(Cc1nnnn1CC1CCCO1)C1CCCC1)OCO3 (stereo unspecified)	0	107	-5	-12	-3	1.2	1.1	1	3
34	CC(C)(C)n1nnnc1CN1CCN(C(c2ccccc2)c2ccccc2)CC1	-1	98	·	3	·	1.3	·	·	12
29	Cc1ccc2cc(CN(C)C(=O)C3CCCO3)c(=O)[nH]c2c1 (stereo unspecified)	3	94	5	1	3	1.6	1	-5	-1
52	Fc1cccc(Cl)c1-c1nnc2ccc(N3CCOCC3)nn12	-1	99	-12	0	-10	1	1	-1	16
